# MrgX1 antag = antagonists of human MrgX1 receptor; Q96LB2; MRGX1-HEK293 calcium flux, Fluo-4, BAM8-22 antagonism; hits give low values; B-score at 10 µM; actives 1.3% (n = 310,000); AID 588676;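 active means calcium-response B-score plate-corrected more than 3 library SD below zero, starting fluorescence within 5 deviations, no agonist response on first addition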;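 further: peak minus trough fluorescence over baseline after final BAM8-22 challenge near maximal dose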
# RGS4 block = human RGS4 inhibition; P49798; HEK293 M3R/RGS4 inducible, Fluo-4 calcium flux; hits give high values; triggered by carbachol at its EC20; B-score at 10 µM; actives 0.45% (n = 310,000);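 active means B-score, a plate-corrected calcium signal, over three deviations above library mean, with baseline fluorescence within five deviations of library mean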;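 further: RGS4 expression induced by doxycycline in cells with stable M3 receptor; B-score is computed from the integrated fluorescence ratio over baseline after carbachol; higher B-score means a larger calcium signal and so more RGS4 inhibition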
# TRPC4 block = blocks the mouse TRPC4 cation channel; Q9QUQ5; HEK293 TRPC4beta/mu-opioid, DAMGO-evoked Fluo4 calcium flux; hits give low values; B-score at 10 µM; actives 0.39% (n = 300,000); AID 2247;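 active means B-score over 3 SD under the library average, no early fluorescence shift, positive overall ratio signal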
# Target sequence (Q9QUQ5 whole entry, looked up): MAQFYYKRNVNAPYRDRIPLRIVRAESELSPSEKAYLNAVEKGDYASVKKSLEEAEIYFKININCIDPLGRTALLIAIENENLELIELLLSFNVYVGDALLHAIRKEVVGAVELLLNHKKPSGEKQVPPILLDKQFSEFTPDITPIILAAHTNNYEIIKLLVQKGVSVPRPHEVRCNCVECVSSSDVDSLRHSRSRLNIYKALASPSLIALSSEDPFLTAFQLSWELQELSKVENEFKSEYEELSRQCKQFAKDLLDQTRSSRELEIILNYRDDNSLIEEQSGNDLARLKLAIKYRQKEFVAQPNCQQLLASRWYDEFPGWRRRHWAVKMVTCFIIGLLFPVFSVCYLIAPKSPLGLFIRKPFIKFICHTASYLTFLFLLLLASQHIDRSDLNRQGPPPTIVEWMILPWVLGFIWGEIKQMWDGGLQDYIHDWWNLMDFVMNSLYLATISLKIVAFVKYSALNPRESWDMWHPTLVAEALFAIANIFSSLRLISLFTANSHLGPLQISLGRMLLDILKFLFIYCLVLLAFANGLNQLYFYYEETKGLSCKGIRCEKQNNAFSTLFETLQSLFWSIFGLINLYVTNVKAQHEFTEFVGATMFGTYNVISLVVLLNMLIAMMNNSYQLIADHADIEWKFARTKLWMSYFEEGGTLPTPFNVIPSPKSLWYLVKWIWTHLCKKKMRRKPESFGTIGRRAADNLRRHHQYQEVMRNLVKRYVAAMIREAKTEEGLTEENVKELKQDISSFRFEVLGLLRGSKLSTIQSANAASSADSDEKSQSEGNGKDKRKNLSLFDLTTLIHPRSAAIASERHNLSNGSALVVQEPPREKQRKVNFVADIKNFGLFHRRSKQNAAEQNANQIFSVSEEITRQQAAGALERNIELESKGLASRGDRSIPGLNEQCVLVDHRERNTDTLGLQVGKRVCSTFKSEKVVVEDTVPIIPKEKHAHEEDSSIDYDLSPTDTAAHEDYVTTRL
#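 Material: HEK293 cells with stable TRPC4beta plus mu-opioid receptor expression; probe or stimulus: DAMGO in two steps, submaximal then maximal; technique: Fluo4 calcium fluorescence by kinetic imaging, 5 s 1 Hz baseline; measure: integrated fluorescence ratio relative to baseline, converted to per-well B score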
# MrgX1 PAM = human MrgX1 positive allosteric modulation, primary screen | MrgX1-HEK293, Fluo-4 calcium flux, FDSS; hits give high values | Q96LB2 | B-score at 10 µM | actives 0.63% (n = 310,000);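 active means plate-corrected calcium response at least 3 library SD above typical, normal starting fluorescence, not activating the receptor alone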;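 further: compound read alongside a low EC10 to EC30 dose of BAM8-22 agonist; peak minus trough fluorescence over baseline measured at the second addition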
# HIF activator = HIF pathway transcriptional activation; U2OS HRE-luciferase reporter, luminescence; normalized: DMSO 0%, desferrioxamine 100%; activation, % at 7.5 µM (by protocol); AID 1910; actives 0.32% (n = 300,000);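 active means mean activation of at least 10% of the iron chelator positive control signal, with at least half of replicates also reaching 10%; inconclusive means mean and replicate majority disagree about reaching 10%; inactive means mean and most replicates under 10%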
# RGS4 act = potentiators or activators of RGS4 | HEK293 M3R/inducible RGS4, carbachol calcium flux Fluo4; hits give low values | B-score at 10 µM | actives 0.92% (n = 310,000);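 active means B-score of the integrated calcium signal more than 4 SD below the library mean, with starting fluorescence not abnormally high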;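 further: negative B-score means reduced calcium response which marks RGS4 activation or potentiation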
#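 System: HEK293 FlpIn-TREx cells, stable M3R, doxycycline-inducible RGS4. Timing: overnight RGS4 induction, 30 min dye load 37 °C, 20 min compound RT. Also added: carbachol, ECmax concentration. Measured by: Fluo4 fluorescence kinetic imaging of calcium. Evaluation: integrated calcium ratio converted to B score.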
# SKKanGAS inh = SKKanGAS growth inhibition; S. pyogenes SKKanGAS, kanamycin growth, BacTiter-Glo, 6 h; inhibition, % at 7.5 µM; actives 1.3% (n = 300,000); AID 1662;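 active means mean replicate score, as percent of positive control median, at least 50; inconclusive means mean below 50 but one replicate at or above 50; inactive means mean and every replicate below 50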;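 further: strain carries kanamycin resistance gene driven by streptokinase promoter and grows in 40 µg/ml kanamycin; loss of luminescence reflects streptokinase promoter inhibition or plain growth inhibition; 0% = median of DMSO wells and 100% = positive control at its reference dose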
# MrgX1 agonist = human MrgX1 receptor agonism, primary screen. MrgX1-HEK293 cells, Fluo-4 calcium fluorescence, agonist mode; hits give high values. actives 0.44% (n = 310,000). B-score at 10 µM. AID 588627;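 active means calcium response B-score plate-corrected fluorescence ratio at least 3 library SD, with starting fluorescence B-score inside 5 SD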
#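 Material: HEK293 cells stably expressing human MrgX1 receptor | Quantity: 15,000 cells per well | Times: Cells plated overnight, dye loaded 0.5 h 37 °C, 0.5 h room temperature | Measured by: Kinetic Fluo-4 NW fluorescence of intracellular calcium | Control set: Positive and negative controls per plate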
# TRPC6 inh = inhibitors of mouse TRPC6 channel; HEK293-TRPC6, membrane potential dye, ACh-evoked depolarization; hits give low values; Q61143; AID 2553; actives 1.1% (n = 310,000); B-score at 10 µM;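 active means B-score under library mean minus 3 SD, initial fluorescence not abnormally high, positive integrated signal ratio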;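 further: B-score derived from integrated fluorescence ratio over the kinetic read; more negative B-score means stronger inhibition of depolarization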
# TRPC6 activator = mouse TRPC6 channel activation; B-score at 10 µM; HEK293-TRPC6 membrane potential dye fluorescence; hits give high values; AID 2550; Q61143; actives 0.13% (n = 310,000);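 active means B-score of the integrated fluorescence ratio above library mean plus 3 SD, and starting fluorescence ratio within library mean plus 5 SD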;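 further: higher score means more depolarization so channel activation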
# Platelet DG rel = modulates dense granule release in human platelets; human platelet-rich plasma, SFLLRN dense granule ATP release, luminescence; inhibition, %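 (compounds screened at 7.5 µM in platelet-rich plasma)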; actives 0.22% (n = 300,000); AID 1663;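 active means mean replicate score, as percent of positive control, at or above 50; inconclusive means mean below 50 but at least one replicate at or above 50; inactive means mean and every replicate below 50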
# * marks the source's active call; other numbers are inactive results; i = inactive; u = inconclusive; x = no result given.
# Values in the order – MrgX1 PAM, Platelet DG rel, HIF activator, TRPC6 activator, TRPC6 inh, TRPC4 block, MrgX1 antag, RGS4 block, SKKanGAS inh, MrgX1 agonist, RGS4 act
COc1cccc(C2c3c(oc4ccc(F)cc4c3=O)C(=O)N2CCN2CCOCC2)c1OC (stereo not drawn)
  i, 2, 0.0, i, i, i, i, i, -1, i, i
CCOc1ccc2nc(Cl)c(C3CC(c4ccco4)=NN3S(=O)(=O)c3ccccc3)cc2c1 (stereo not drawn)
  i, -30, 0.1, i, i, i, i, i, 13, i, i
CCOc1c(C)cnc2c1c(=O)n(CC(=O)NCC1CCCO1)c(=O)n2C (stereo not drawn)
  i, 19, 0.0, i, i, i, i, i, -7, i, i
Cc1ccc(SCc2[nH]nc3c2C(C(C)C)C(C#N)=C(N)O3)cc1 (stereo not drawn)
  i, 7, 0.5, i, i, i, i, i, -4, i, i
O=[N+]([O-])c1ccccc1CN1CCN(S(=O)(=O)c2ccccc2)CC1
  i, 4, -0.5, i, i, i, i, i, -2, i, i
CCOc1ccccc1CNS(=O)(=O)c1cnc[nH]1
  i, u, 0.1, i, i, i, i, i, -2, i, i
CN1CCN(c2nc(-c3ccc(Cl)c(Cl)c3)nc3ccccc23)CC1
  i, 0, 1.1, i, i, i, i, i, 7, i, i
Cc1nn(C)cc1C1C2=C(CC(C)(C)CC2=O)OC2=C1C(=O)CC(C)(C)C2
  i, 9, 0.0, i, i, i, i, i, 1, i, i
COCCN(C(=O)COC(=O)/C=C/c1ccc(C)o1)c1c(N)n(Cc2ccccc2)c(=O)[nH]c1=O
  i, 5, -0.1, i, i, i, i, i, 0, i, i
O=C(CN1CCc2ccccc2C1)N1CCN(S(=O)(=O)c2ccccc2)CC1
  i, -3, -0.7, i, i, i, i, i, 1, i, i
O=C(CSc1ccccc1F)NCCCN1CCCC1=O
  i, -3, 0.8, i, i, i, i, i, -5, i, i
O=C(Cc1cccc2ccccc12)Nc1ccc(OC(F)F)c(Cl)c1
  i, 1, 0.9, i, i, i, i, i, 1, i, i
Cc1cnc(NC(=O)C(C)N2CCN(C)CC2)s1 (stereo not drawn)
  i, 5, -0.3, i, i, i, i, i, -18, i, i
COc1nc(Oc2ccc(/C=N/O)cc2)nc(N(C)C)n1
  i, 9, 0.2, i, i, i, i, i, -1, i, i
NNC(=O)c1ccc(-c2ccccc2F)cc1
  i, 0, -0.2, i, i, i, i, i, -2, i, i
CCC(C)n1c(=S)[nH]c2ccccc2c1=O (stereo not drawn)
  i, 7, -0.1, i, i, i, i, i, 8, i, i
CCC(=O)N1CCN=C1SCc1ccc(Cl)cc1
  i, x, -1.9, i, i, i, i, i, 4, i, i
CCc1cccc(C)c1NC(=O)COC(=O)c1cc([N+](=O)[O-])ccc1N1CCOCC1
  i, 17, -0.4, i, i, i, i, i, 4, i, i
CCOc1ccc(NC(=O)CS(=O)CC(=O)NC2CCCc3ccccc32)cc1 (stereo not drawn)
  i, -1, -0.1, i, i, i, i, i, -1, i, i
Cc1ccc(C(=O)NCCSCc2ccccc2)cc1[N+](=O)[O-]
  i, 3, -0.1, i, i, i, i, i, 2, i, i
CCCc1cc(=O)n2[nH]c(-c3ccc(Br)cc3)cc2n1
  i, -2, 2.9, i, i, i, i, i, 9, i, i
CC(=O)c1ccc(Nc2ccc([N+](=O)[O-])c3nonc23)cc1
  i, -2, 1.1, i, i, i, i, i, 5, i, i
Cc1cc(C(=O)CN2C(=O)NC3(CCCCC3)C2=O)c(C)n1Cc1ccc2c(c1)OCO2
  i, 0, 3.1, i, i, i, i, i, -2, i, i
O=C(NCCc1ccccc1)C1CCCN1C(=O)Nc1ccccc1 (stereo not drawn)
  i, 7, -0.7, i, i, i, i, i, 8, i, i
CCOC(=O)N1CCN(C(=O)N2CCOCC2)CC1
  i, -4, -1.1, i, i, i, i, i, 0, i, i
CS(=O)(=O)N(CC(=O)N1CCc2ccccc2C1)Cc1ccccc1
  i, 8, 0.3, i, -6.5*, i, i, i, 0, i, i
Fc1ccc(CSc2ccc3nnc(-c4cccs4)n3n2)cc1
  i, 10, 0.1, i, i, i, i, i, 7, i, i
O=C(NCc1cccc(Cl)c1)c1cccnc1
  i, 13, -0.5, i, i, i, i, i, 0, i, i
O=S(=O)(Nc1cccnc1)c1ccccc1
  i, -4, -0.2, i, i, i, i, i, -20, i, i
CN(C(=O)C(C)(C)C)C1c2c(ccc3ccccc23)OCC1CO (stereo not drawn)
  i, 3, -0.5, i, i, i, i, i, 3, i, i
COC(=O)Cc1nnc(SCC(=O)Nc2ccccc2)c2ccccc12
  i, -3, 0.5, i, i, i, i, i, -6, i, i
CCOC(=O)c1c(NC(=O)COC(=O)Cn2c(C(F)(F)F)nc3ccccc32)sc(C)c1C
  i, 4, -0.2, i, i, i, i, i, 5, i, i
O=C(CSc1nncs1)NC(=O)Nc1ccc2c(c1)OCCO2
  i, 7, 2.5, i, i, i, i, i, -4, i, i
COc1ccc(NC(=O)CCS(=O)(=O)c2ccccc2)c(OC)c1
  i, -4, 0.4, i, i, x, i, i, -3, i, i
Cc1cc(C(=O)Nc2cnn(Cc3ccc(Cl)cc3Cl)c2)no1
  i, -18, 0.1, i, i, i, i, i, x, i, i
CCCCOc1ccc(C(=O)NCC(=O)NCC(c2ccc(OC)cc2)N2CCCC2)cc1 (stereo not drawn)
  i, 12, -0.1, i, i, i, i, i, -3, i, i
Cc1scc(C(=O)N/N=C/c2ccc([N+](=O)[O-])o2)c1C
  i, -9, -3.6, i, i, i, i, i, -1, i, i
COC(=O)c1ccc(NC(=O)CSc2nnc(C)n2CC2CCCO2)cc1 (stereo not drawn)
  i, -1, -0.2, i, i, i, i, i, 29, i, i
CCOC(=O)c1ccc(NC(=O)Cc2cccs2)cc1
  i, 2, 5.1, i, i, i, i, i, 0, i, i
COc1ccc(NC(=O)CCN2CCN(S(=O)(=O)c3ccc(F)cc3)CC2)cc1
  i, 15, 0.1, i, i, i, i, i, -2, i, i
Cc1cc(=O)n2[nH]c(-c3sccc3-n3c(C)ccc3C)cc2n1
  i, 4, 0.2, i, i, i, i, i, 20, i, i
Cc1ccc(C2CC(c3ccccc3OC(F)F)Nc3ncnn32)cc1 (stereo not drawn)
  i, 51*, 0.1, i, i, i, i, i, 16, i, i
COc1ccc(NC(=O)CCNC(=O)c2ccccc2)cc1S(N)(=O)=O
  i, 4, 1.6, i, i, i, i, i, -1, i, i
Cc1ccc(-c2cnn(-c3cccc(C(F)(F)F)c3)c2N)cc1
  i, 2, 4.7, i, i, i, i, i, 5, i, i
O=C(Nc1cccnc1)C1CCCN1S(=O)(=O)c1ccc(Cl)c(Cl)c1 (stereo not drawn)
  i, 6, -0.4, i, i, i, i, i, 11, i, i
Cc1ccc(NC(=O)Cn2c(O)c(N=NC(=O)c3cc([N+](=O)[O-])ccc3O)c3ccccc32)cc1
  i, 8, 0.1, i, i, i, i, i, 10, i, i
Cc1c(C(=O)N2CCOCC2)sc(NC(=O)c2ccc3c(c2)OCO3)c1C#N
  i, 2, x, i, i, i, i, i, 10, i, i
O=C(CCC(=O)OCc1cccc(C(=O)Oc2ccccc2)c1)Nc1cccc2ccccc12
  i, -2, 1.0, i, i, i, i, i, 5, i, i
COc1ccc2[nH]c3nc(SCC(=O)Nc4ccc5c(c4)OCO5)nnc3c2c1
  i, -3, -0.6, i, i, i, i, i, 14, i, i
O=C(NN1C(=O)/C(=C/C=C/c2ccccc2)SC1=S)c1ccncc1
  i, 8, -0.1, i, i, i, i, i, 8, i, i
O=C(COC(=O)c1cccc(S(=O)(=O)N2CCc3ccccc32)c1)Nc1ccc(Cl)cn1
  i, 6, 0.2, i, i, i, i, i, 2, i, i
CCCN1CCN(S(=O)(=O)c2ccc3c(c2)NC(=O)C(C)C(=O)N3)CC1 (stereo not drawn)
  i, -3, -0.4, i, i, i, i, i, -7, i, i
O=S(=O)(c1ccccc1)N1CCN(C2CCCCCCC2)CC1
  i, 3, 0.2, i, i, i, i, i, -1, i, i
O=C(C(Cc1ccccc1)NS(=O)(=O)c1cccc2cccnc12)N1CCc2ccccc21 (stereo not drawn)
  i, 6, x, i, i, i, i, i, 0, i, i
CC(=O)NC(Cc1ccc(F)cc1)C(=O)NC1CCN(c2ncccc2[N+](=O)[O-])CC1 (stereo not drawn)
  i, -2, -0.1, i, i, i, i, i, 1, i, i
CCOC(=O)Cn1c(=O)oc2cc(S(=O)(=O)NC3CCCc4ccccc43)ccc21 (stereo not drawn)
  i, 4, -0.3, i, i, i, i, i, -3, i, i
Cc1ccc(N(C(=O)Cc2c[nH]c3ccccc23)C(C(=O)NC2CCCCC2)c2ccco2)cc1 (stereo not drawn)
  i, 4, -0.2, i, i, i, i, i, 16, i, i
CC(=O)NC(Cc1ccccc1F)C(=O)NC1CCN(S(=O)(=O)c2ccccc2)CC1 (stereo not drawn)
  x, -1, 2.0, i, i, i, x, i, 1, x, i
CCOc1ccc(Nc2nc(N(C)c3ccccc3)nc(N)c2[N+](=O)[O-])cc1
  i, -22, 1.1, i, i, i, i, i, 9, i, i
COc1ccc(CNc2cc(C)ccc2C)c(OC)c1OC
  i, 11, -0.1, i, i, i, i, i, -4, i, i

# (cont.)
# Values in the order – MrgX1 PAM, Platelet DG rel, HIF activator, TRPC6 activator, TRPC6 inh, TRPC4 block, MrgX1 antag, RGS4 block, SKKanGAS inh, MrgX1 agonist, RGS4 act
COc1ccc(OC)c(S(=O)(=O)NCCC(C)C)c1
  i, -3, 0.1, i, i, i, i, i, 1, i, i
CN1CC(=O)N(C)c2nc(Br)n(C)c2C1=O
  i, -6, 0.1, i, i, i, i, i, -18, i, i
Cc1ccc(/C=C/C(=O)N2CCN(S(=O)(=O)c3cccs3)CC2)o1
  i, -3, -0.3, i, i, i, i, i, 0, i, i
Cc1ccc(-c2c(C(=O)N/N=C/c3sccc3C)nnn2-c2nonc2N)cc1
  i, -5, -0.1, i, i, i, i, i, 37, i, i
O=C(N/N=C/c1ccc(O)cc1)c1[nH]c2ccc(Br)cc2c1-c1ccccc1
  i, 11, 0.5, i, i, i, i, i, u, i, i
Cn1ccs/c1=N\C(=O)Nc1ccccc1
  i, 2, 1.2, i, i, i, i, i, 1, i, i
